Compound activity from PubChem.
p53ts 39C kill – qHTS Screen for Compounds that Selectively Target Cancer Cells with p53 Mutations: Cytotoxicity of p53ts Cells at the Nonpermissive Temperature. Potency, µM (highest dose often 46.1 µM), for the others: top-dose activity change, negative = cell killing, most hits filed as cytotoxic. AID 902, 2007. H1299-p53A138V viability at 39C, ATP luminescence, 24 h. 130,000 compounds, 1.5% hits; note: nearly all actives have a fitted effect of over 55% in size
p53ts 32C tox – qHTS Screen for Compounds that Selectively Target Cancer Cells with p53 Mutations: Cytotoxicity of p53ts Cells at the Permissive Temperature. H1299-p53A138V at 32C, ATP luminescence viability, 24 h. Potency, µM (top dose mostly 46.1 µM), for the others: at the top dose activity change, negative = cytotoxicity, actives largely listed as cytotoxic. 130,000 compounds, 0.93% hits;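 note: 0% = DMSO and -100% = full killing by reference compound; nearly all actives have a fitted effect of over 55% in size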
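ATP-content luminescence (ATPlite) read-out after 24 h compound exposure at 32C in H1299-p53A138V cells (600/well). Tested up to 46 uM. Normalized to DMSO (0%) and 100 uM tamoxifen (100% killing); Hill-fit AC50.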
Peg3 imprint – qHTS Assay for Compounds that Induce Erasure of Genomic Imprints. mouse ES Peg3-LacZ reporter, beta-gal luminescence, 40 h. 110,000 compounds, 0.02% hits. Potency, µM (doses to about 60.7 µM), inactives show at the highest dose activity change, positive = activation, most hits filed as activators;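 note: 0% = negative control wells on the plate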
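Imprint erasure is scored as LacZ activity from the silenced maternal Peg3 allele in feeder-free female ES cells cultured 40 h with LIF. Luminescence is normalized to in-plate negative controls and fitted to the Hill equation.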
IkB signaling – IkB Signaling | Potency, µM (top dose mostly 57.1 µM), inactives show at the highest dose IkBa stabilization activation | 110,000 compounds, 0.04% hits | ABC-DLBCL IkBa-CBG/CBR dual luciferase ratio, 4 h; response scale: scaled: untreated 0%, proteasome inhibitor 100%; active = well fitted curve in the direction sought with a large enough effect in the signal ratio, not every such curve was filed as active; inconclusive = small, poorly fitted or top-dose-only effect, or a change in a side signal; the % refers to the signal ratio;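 note: the direction sought is a rising ratio; 0% = basal untreated cells and 100% = reference inhibitor full response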
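In this assay, an IκBα–CBG68 fusion accumulates when IKK-driven degradation is blocked; native CBR normalizes for cell number. OCI-Ly3 cells were treated 4 h with compound and doxycycline, then green and red light read after Chroma-Glo addition.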
* hit, by the source's call; u = inconclusive; x = not tested or not shown; [ ] = another dose, or the depositor's remark. Unless noted, calls come from the whole dose curve; as a rule, active = well fitted curve in the direction sought with a large enough effect; inconclusive = small, poorly fitted or top-dose-only effect, or another doubt; inactive = no such curve, though single readings can be large; an effect the other way counts as inactive or inconclusive. Unless noted, % is set by controls: 0 for no effect and ±100 for the full control effect; potency is the fitted concentration of half-maximal effect.

entry | canonical_smiles | p53ts 39C kill | p53ts 32C tox
1 | Cc1cc(S(=O)(=O)N2CCC(NC(=O)C34CC5CC(CC(C5)C3)C4)CC2)ccc1-n1cnnn1 | 0% | 9%
2 | Cc1ccc(C(=O)NCCNC(=O)CN2CCOCC2)cc1 | -9% | 4%
3 | Cc1ccc(NC(=O)/C(C#N)=C/c2ccc(C(C)C)cc2)cc1C | -11% | -1%
4 | O=C(NCc1cccc(Cl)c1)c1ccco1 | 2% | -5%
5 | CC(C)COC(=O)C(N)C(C(=O)OCC(C)C)c1ccccc1 (configuration not stated) | 1% | 9%
6 | Cc1nc2ccccn2c(=O)c1NC(=O)c1ccc(F)c(F)c1 | 9% | -5%
7 | Cc1ccc(S(=O)(=O)c2nc(S(C)(=O)=O)sc2NCC2CCCO2)cc1 (configuration not stated) | 6% | 10%
8 | Cc1cc(NC(=O)CN2C(=O)C3CC=CCC3C2=O)no1 (configuration not stated) | -7% | 8%
9 | O=C(CN(CCc1ccccc1)C(=O)CNS(=O)(=O)c1ccc(F)cc1)NCC1CCCO1 (configuration not stated) | 2% | 25%
10 | COc1cccc(-c2nn(C)c3sc(C(=O)NCc4ccc5c(c4)OCO5)cc23)c1 | 8% | 6%
11 | Cn1c(SCC(=O)NC2CCCCC2)nnc1-c1cc2cc(Cl)ccc2o1 | -1% | -7%
12 | CCOc1ccc(Nc2nc3cc(Cl)c(Cl)cc3nc2-n2nc(C)cc2C)cc1 | -4% | -10%

entry | Peg3 imprint | IkB signaling
1 | -8% | 0.1%
2 | 0% | 1.5%
3 | -10%[10.9 µM] | 2.9%
4 | -5% | 0.1%
5 | -8% | -1.6%
6 | 11%[10.9 µM] | -1.2%
7 | -7% | 0.5%
8 | 1% | 0.3%
9 | -9% | 0.1%
10 | -21% | u
11 | -5% | 0.2%
12 | -11%[10.9 µM] | 1.5%

(listing goes on)
entry | canonical_smiles | p53ts 39C kill | p53ts 32C tox
13 | Cc1ccc(-n2nc(C)c(C(=O)NCCCN3CCN(c4cccc(Cl)c4)CC3)c2-n2cccc2)cc1 | u | u
14 | CCn1cc(C(=O)NCc2ccc(C)cc2)c(=O)c2cc(S(=O)(=O)N3CCC(C)CC3)ccc21 | u | 2%
15 | Cc1cccc(C)c1OCC(=O)N(Cc1ccco1)Cc1ccco1 | -26% | -2%
16 | CCC(Cc1ccccc1)NC(=O)c1csc2c1CCCCC2 (configuration not stated) | u | -10%
17 | COC(=O)/C=C\CCc1coc(/C=C\CNC(=O)OC)n1 | -3%[9.22 µM] | 2%[9.22 µM]
18 | O=C(NCCCN1CCOCC1)c1ccc(Br)s1 | 1% | -1%
19 | CC(C)CC(=O)n1nc(-c2cccnc2)nc1NCc1ccc(F)cc1 | 2% | 10%
20 | COC(=O)c1scc(-c2ccc(C)cc2)c1S(=O)(=O)Nc1ccc(OC(F)(F)F)cc1 | -21% | 0%
21 | Cc1ccc2c(CC(=O)Nc3ccc(S(=O)(=O)N4CCCCC4C)cc3)coc2c1C (configuration not stated) | 4% | 6%
22 | CCOC(=O)C1CCN(CCC(=O)Nc2cccc(Cl)c2)CC1 | -3% | -4%
23 | Cc1ccc(NC(=O)Nc2nnc(N3CCCC3)s2)c(C)c1 | -7% | 8%
24 | COc1ccccc1NC(=O)C1=C(C)Nc2nc3ccccc3n2C1c1cccc(OC)c1OC (configuration not stated) | 6% | 11%

entry | Peg3 imprint | IkB signaling
13 | -14%[10.9 µM] | u
14 | -4%[10.9 µM] | -0.5%
15 | -11%[10.9 µM] | u
16 | -20%[10.9 µM] | -2.3%
17 | x | x
18 | 4% | -0.6%
19 | -8%[10.9 µM] | u
20 | -13%[10.9 µM] | -3.6%
21 | 10%[10.9 µM] | 1.2%
22 | -15% | 0.0%
23 | -8%[10.9 µM] | -1.1%
24 | -7%[10.9 µM] | u

Following part
entry | canonical_smiles | p53ts 39C kill | p53ts 32C tox
25 | CCc1ccc(C2=C(C)C(N3CCC(C(=O)NCCc4ccco4)CC3)=NS2(=O)=O)cc1 | -21% | 10%
26 | COc1ccccc1-c1nc(C#N)c(N2CCc3ccccc3C2)o1 | 7% | -5%
27 | Cc1ccc(O)c(Nc2nc3ccccc3c3nncn23)c1 | -8% | 3%
28 | COc1ccc(N2C(=O)CCC(C(=O)N3CCOCC3)C2c2ccc(F)cc2)cc1 (configuration not stated) | 11% | -1%
29 | O=S1(=O)C=C(Sc2nc3cc(Cl)ccc3o2)c2ccccc21 | 20µM* | 10µM*
30 | COc1ccc(NC(=O)c2c(C)oc3ccc(O)c(CN4CCN(Cc5ccccc5)CC4)c23)cc1 | -7% | -1%
31 | Fc1ccc2nc3[nH]c4ccccc4c3nc2c1 | u | u
32 | Cc1nn(CC(=O)NCC(C)c2ccccc2)c(=O)c2cc3ccccc3n12 (configuration not stated) | -6% | -2%
33 | O=C(NC1CC2CCCC(C1)N2C1CC1)NC12CC3CC(CC(C3)C1)C2 (configuration not stated) | -10% | -3%
34 | CCOC(=O)c1ccc2c(c1)N(Cc1cccc(C(F)(F)F)c1)C(=O)c1ccccc1S2(=O)=O | -14% | 14%
35 | CCOC(=O)COn1c2c(c3c4no[n+]([O-])c4ccc31)CCCC2 | 16% | 2%
36 | Cc1cc(C)c2c(n1)nn1c(C3CC3)cc(C(F)(F)F)nc21 | 0% | -2%

entry | Peg3 imprint | IkB signaling
25 | -13%[10.9 µM] | -1.0%
26 | -12% | u
27 | 1%[10.9 µM] | -4.3%
28 | 7% | 1.2%
29 | -37%[inhibitor] | u
30 | -10%[10.9 µM] | u
31 | -65%[inhibitor] | -3.5%
32 | -3%[10.9 µM] | 0.2%
33 | -16% | 0.4%
34 | -8%[10.9 µM] | -2.1%
35 | -1% | 1.7%
36 | -9% | -0.9%

Filtered by structure, those above containing a CF3 group (3)
entry | canonical_smiles | p53ts 39C kill | p53ts 32C tox
20 | COC(=O)c1scc(-c2ccc(C)cc2)c1S(=O)(=O)Nc1ccc(OC(F)(F)F)cc1 | -21% | 0%
34 | CCOC(=O)c1ccc2c(c1)N(Cc1cccc(C(F)(F)F)c1)C(=O)c1ccccc1S2(=O)=O | -14% | 14%
36 | Cc1cc(C)c2c(n1)nn1c(C3CC3)cc(C(F)(F)F)nc21 | 0% | -2%

entry | Peg3 imprint | IkB signaling
20 | -13%[10.9 µM] | -3.6%
34 | -8%[10.9 µM] | -2.1%
36 | -9% | -0.9%

(cont.)
entry | canonical_smiles | p53ts 39C kill | p53ts 32C tox
37 | Brc1ccc(C2Nc3cccc4cccc(c34)N2)o1 | -2% | 5%
38 | CCC1Oc2ccccc2N(CC(=O)NCc2cc(OC)ccc2OC)C1=O (configuration not stated) | u | -6%
39 | COc1ccc(CNC(=O)CCS(=O)(=O)c2cccc3nonc23)cc1 | -5% | -10%
40 | Cc1cccc(N2CCN(C(=O)c3cccc(-n4c(C)nc5cccnc54)c3)CC2C)c1 (configuration not stated) | -13% | 2%
41 | Cn1c(SCC(=O)Nc2ccccc2-c2ccccc2)nnc1-c1ccco1 | 8% | -3%
42 | CC(C)(C)n1nnnc1C(c1cccc(C#N)c1)N1CCN2CCCC2C1 (configuration not stated) | -3% | 11%
43 | CCS(=O)(=O)N1CCc2cc(C(=O)N3CCN(c4ccc(OC)cc4)CC3)ccc21 | -9% | -1%
44 | O=C(Cl)c1ccccc1[N+](=O)[O-] | -2% | 8%[1.84 µM]
45 | CCCc1[nH]nc2c1C1(CCOC1C)C(C#N)=C(N)O2 (configuration not stated) | 16% | 5%
46 | Cc1cccc(N2CCN(S(=O)(=O)c3ccc(-c4cc(C(F)(F)F)on4)s3)CC2)c1C | 11% | 8%
47 | CN(C)c1ccc(-c2nc(NCCN3CCOCC3)c3ccccc3n2)cc1 | 13µM* | 13µM*
48 | CC(C)Sc1nc2c(c(=O)n1-c1ccc(F)cc1)SCC2 | 4% | -3%

entry | Peg3 imprint | IkB signaling
37 | 1% | 18%
38 | -9%[10.9 µM] | u
39 | 28% | 0.3%
40 | -9%[10.9 µM] | u
41 | -12% | 6.9%
42 | -2% | 1.2%
43 | -15%[10.9 µM] | u
44 | 2% | 0.4%
45 | 9% | 0.7%
46 | 11%[10.9 µM] | -0.5%
47 | -13% | -6.9%[11.4 µM]
48 | -5% | 1.4%

More structures follow.
entry | canonical_smiles | p53ts 39C kill | p53ts 32C tox
49 | Cn1c(/C(C#N)=C/c2ccccc2Br)nc2ccccc21 | u | 10µM*
50 | COc1cccc(NC(=O)CSc2nc(-c3ccccc3Cl)nc3c2Cc2c(CO)cnc(C)c2O3)c1 | 7% | 9%
51 | COCCn1c(C)cc(O)c(C(c2ccc(Cl)cc2)N2CCN(c3ccccc3)CC2)c1=O (configuration not stated) | -9% | 7%
52 | O=C(Cc1ccsc1-c1ccccc1)NO | -20% | u
53 | COc1ccc(S(=O)(=O)N(CCCN2CCCC2=O)Cc2cc3c(C)cc(C)cc3[nH]c2=O)cc1 | 3% | 6%
54 | COc1ccc(NC(=O)CN(c2ccc(C)cc2)S(=O)(=O)c2c(C)nn(C)c2C)cc1OC | -14% | -20%
55 | COc1cc(OC)c(NC(=O)c2cc3c(s2)-c2ccc(Cl)cc2SC3)cc1Cl | u | -6%
56 | Cc1cccc(-n2c(Cc3cc(=O)[nH]c(=O)[nH]3)nnc2SCC(=O)N2CCCCC2)c1 | -2% | 8%
57 | CC1C[C@@]2(NC(=O)NC2=O)C(C)CN1C (some centres not stated) | 0% | 12%
58 | CCOC(=O)N1CCC(NC(=O)C2CCN(C(=O)N3CC(C)Oc4ccc(C)cc43)CC2)CC1 (configuration not stated) | 9% | 6%
59 | CC(=O)OC1CCC(OC(C)=O)c2c1n([O-])c(C)c(C)[n+]2=O (configuration not stated) | 0% | 0%
60 | COc1ccc(CNC(=O)c2ccc3nc(-c4ccc(F)cc4)c(-c4ccc(F)cc4)nc3c2)cc1 | -6% | -2%

entry | Peg3 imprint | IkB signaling
49 | -14%[10.9 µM] | u
50 | -6%[10.9 µM] | -0.8%
51 | 11%[10.9 µM] | u
52 | -1% | -1.1%
53 | -12% | -1.2%
54 | -6% | 0.2%
55 | u | 1.6%
56 | -8% | -0.4%
57 | x | x
58 | 6% | 2.4%
59 | -5% | 1.9%
60 | -16%[10.9 µM] | u

Carrying on:
entry | canonical_smiles | p53ts 39C kill | p53ts 32C tox
61 | CC1=C(C(=O)Nc2ccccc2)C(c2ccc(F)cc2)n2nc(SCc3cc(C)ccc3C)nc2N1 (configuration not stated) | -12% | 4%
62 | COc1cc(NC(=O)CC2C(=O)N(c3cccc(C)c3)C(=O)N2Cc2ccc(F)cc2)cc(OC)c1 (configuration not stated) | 12% | 8%
63 | CCN1CCN(C(=O)c2cc3c(s2)-c2ccccc2S(=O)(=O)C3)CC1 | -1% | -2%
64 | Cc1nn(C(=O)CCCC(=O)n2nc(C)c(Cl)c2C)c(C)c1Cl | 9% | 0%
65 | COCCOC(=O)c1c(C)oc2ccc(OC(=O)c3c(OC)cccc3OC)cc12 | -7% | 15%
66 | CCN1C(=S)SC(=O)C1=C1C=C(C)OC(C)=C1 | 4% | -1%
67 | CCOc1ccc(OCC)c(NS(=O)(=O)c2ccc3c(c2)CCN3C(=O)C2CCC2)c1 | 2% | 2%
68 | COc1ccc(-c2cnnc(CCCn3ccnc3-c3ccccc3)n2)cc1 | -5%[9.22 µM] | -5%[9.22 µM]
69 | O=C(NCc1cccc2ccccc12)[C@H]1C[C@@H]1[C@H](NP(=O)(c1ccccc1)c1ccccc1)c1ccccc1 | 23% | 20%
70 | CC(C)CCNc1nc2c(c(=O)n(Cc3cccc(F)c3)c(=O)n2C)n1C | 7% | -7%
71 | CCOc1ccc(C2=Nn3c(nnc3-c3ccccc3)SC2)cc1Cl | 5% | 2%
72 | O=C1NC2C(NC(=O)N2C2CCCCC2)N1C1CCCCC1 (configuration not stated) | -11% | 2%
73 | COC(=O)C1=C(C)NC2=C(C(=O)CC(c3cccs3)C2)C1c1ccsc1 (configuration not stated) | 7% | 27%

entry | Peg3 imprint | IkB signaling
61 | u | 0.1%
62 | -9%[10.9 µM] | u
63 | -14% | -1.5%
64 | 1% | 1.7%
65 | -24% | u
66 | 2% | -4.6%
67 | -13%[10.9 µM] | -1.2%
68 | x | x
69 | 39% | x
70 | -28% | u
71 | -1% | -1.4%
72 | -1% | 0.9%
73 | -19% | 10%
